# Assay outcomes as filed in PubChem BioAssay.
# TDP2 inh: TDP2 (human) inhibition, absorbance primary screen | inhibition, % at 12.8 µM | recombinant TDP2, T5PNP hydrolysis, p-nitrophenol absorbance 415 nm | actives 0.34% (n = 370,000) | AID 720702;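 active means inhibition above the mean of all tested compounds plus 3 SD, set per campaign, cut at about 25% in these data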;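 further: 0% = DMSO with enzyme and 100% = buffer with substrate but no TDP2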
#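 Assay system: Recombinant human TDP2 | Quantity: 120 nM TDP2 per well | Incubation: 2 h at 37 °C | Signal: Epi absorbance | Evaluation: Percent inhibition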
# DDE Tn6 FP inh: DD(E)-Tn6 binding inhibition, primary FP screen. P02675. Fibrin DD(E) TRITC-Tn6 fluorescence polarization displacement. inhibition, % at 8.3 µM. actives 0.21% (n = 370,000). AID 720509;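 active means inhibition above a per-campaign cutoff: mean of compounds within control limits plus 3 SD, cut at about 15% in these data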;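 further: 0% = median of all compound wells on the plate and 100% = blocking peptide control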
# ARFGAP1 inhibitor: inhibits rat ARF GTPase activating protein 1; inhibition, % at 16.5 µM; Q62848; actives 0.26% (n = 360,000); Arfgap1-stimulated ARF1 GTP hydrolysis, GDP FP detection; AID 651572;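 active means inhibition above a per-plate limit, mean inhibition of low control wells plus 3 SD, cut at about 25% in these data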;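 further: 0% = DMSO wells with enzyme and 100% = wells lacking Arfgap1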
# Target sequence (Q62848 1-136 limits assumed): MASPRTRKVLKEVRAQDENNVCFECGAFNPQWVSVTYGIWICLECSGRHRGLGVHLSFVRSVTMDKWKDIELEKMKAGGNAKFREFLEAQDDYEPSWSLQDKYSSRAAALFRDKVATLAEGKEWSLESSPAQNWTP
#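 system = rat Arfgap1 catalytic domain, aa 1-136 | technique = FP, GDP Alexa 633 tracer displaced from anti-GDP antibody, 620/688 nm | compound = one concentration, 16.5 µM, DMSO 1.26% | medium = HEPES-based buffer, pH 7.5 | timing = compound-enzyme preincubation 20 min, reaction 120 min, detection 60 min, 25 °C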
# LEDGF integ inh: blocks HIV-1 LEDGF/p75-dependent DNA integration | TR-FRET IN-LEDGF/p75 DNA integration, Eu/Cy5 | inhibition, % at 3.7 µM | actives 0.64% (n = 370,000);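 active means inhibition above the screen-wide mean plus 3 SD, cut at about 13% in these data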;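 further: signal is the Cy5 over europium emission ratio at 671 and 618 nm; 0% = plate median of compound wells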
# DDE Tn7 FP inh: disrupts Tn7 cyclic peptide binding to fibrin D-Dimer-E complex; P02675; FP displacement of FITC-Tn7 peptide from fibrin DD(E); 0% = median of compound wells per plate; actives 0.13% (n = 370,000); inhibition, % at 8.3 µM;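 active means inhibition above the mean of compounds falling within the control limits plus 3 SD of them, cut at about 14% in these data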;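 further: 0% = plate median of compound wells and 100% = 10 µM Aha-Tn7 peptide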
#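 Also added: labelled Tn7 tracer, 0.1 µM; Assay system: human fibrin DD(E) protein; Amount: 2 µM fibrin DD(E); Schedule: 10 min compound pre-incubation, 3 h probe incubation at room temperature; Repeats: one replicate per compound; Read-out basis: percent inhibition; Measured by: fluorescence polarization of the labelled Tn7 tracer.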
# KLK7 zymogen act: activates the human kallikrein-7 zymogen | P49862 | purified proKLK7, EDANS-DABCYL substrate fluorescence; 100% is mature enzyme control, 0% vehicle | activation, % at 7 µM | actives 0.9% (n = 370,000) | AID 652039;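 active means activation above the mean of all tested compounds plus 3 SD, computed per campaign excluding outliers beyond control limits, cut at about 13% in these data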
# Target sequence (P49862 whole entry, looked up): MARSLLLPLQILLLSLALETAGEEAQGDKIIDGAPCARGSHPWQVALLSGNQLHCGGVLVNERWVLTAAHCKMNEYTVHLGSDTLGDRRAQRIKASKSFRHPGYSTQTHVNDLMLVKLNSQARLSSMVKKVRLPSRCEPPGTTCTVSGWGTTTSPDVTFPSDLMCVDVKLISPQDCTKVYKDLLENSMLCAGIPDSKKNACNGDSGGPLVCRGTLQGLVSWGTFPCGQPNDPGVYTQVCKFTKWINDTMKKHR
# ADAM10 inh: inhibits human ADAM10 | O14672 | recombinant ADAM10, EDANS/DABCYL FRET peptide cleavage, 3 h | inhibition, % at 7 µM | actives 0.62% (n = 370,000) | AID 720582;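 active means inhibition above a per-campaign cutoff equal to the mean of compounds falling between control-based bounds plus 3 SD, cut at about 20% in these data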;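 further: 0% = DMSO wells while the 100% control is not disclosed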
# ADAM17 inh: inhibitors of human ADAM17; P78536; AID 720648; actives 0.83% (n = 370,000); recombinant ADAM17, EDANS/DABCYL FRET peptide cleavage; inhibition, % at 6.95 µM;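 active means inhibition above the mean of compounds lying between control limits plus 3 SD, set per campaign, cut at about 8.5% in these data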;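 further: 0% = DMSO-only wells as the low control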
# Target sequence (P78536 215-824 limits assumed): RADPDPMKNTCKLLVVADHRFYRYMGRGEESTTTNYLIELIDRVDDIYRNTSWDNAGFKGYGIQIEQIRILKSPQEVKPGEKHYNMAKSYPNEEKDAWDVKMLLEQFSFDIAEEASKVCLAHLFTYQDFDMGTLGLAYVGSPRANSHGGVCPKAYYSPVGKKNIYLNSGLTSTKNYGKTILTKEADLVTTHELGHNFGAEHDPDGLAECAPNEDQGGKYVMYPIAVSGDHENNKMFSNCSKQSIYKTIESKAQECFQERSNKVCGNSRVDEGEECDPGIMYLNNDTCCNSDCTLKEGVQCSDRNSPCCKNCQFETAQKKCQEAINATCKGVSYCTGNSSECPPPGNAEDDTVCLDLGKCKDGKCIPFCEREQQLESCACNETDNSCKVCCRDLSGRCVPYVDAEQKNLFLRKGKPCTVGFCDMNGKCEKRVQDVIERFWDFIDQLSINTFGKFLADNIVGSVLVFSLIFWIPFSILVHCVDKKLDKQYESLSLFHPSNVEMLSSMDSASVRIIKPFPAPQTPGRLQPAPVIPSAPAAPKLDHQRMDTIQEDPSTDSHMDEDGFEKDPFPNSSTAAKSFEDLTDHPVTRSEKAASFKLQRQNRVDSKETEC
# ASAP1 GAP inh: inhibitors of human ASAP1 ArfGAP activity | inhibition, % at 16.5 µM | ASAP1-stimulated ARF1 GTP hydrolysis, GDP FP detection | Q9ULH1 | actives 0.19% (n = 360,000); in the data active means inhibition above about 25%;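 further: 0% = vehicle with enzyme and substrate and 100% = no enzyme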
# PLCg1 inh: blocks human PLC-gamma1 enzyme activity | P19174 | purified PLC-gamma1, fluorogenic substrate, fluorescence | inhibition, % at 12.2 µM | actives 0.84% (n = 370,000) | AID 720700; in the data active means inhibition above about 9.5%
# * = called active by the depositor; nt = not tested or not shown.
1. Cc1cc(=O)[nH]c2c1cnn2C(C)c1ccccc1 (configuration not stated)
2. O=Cc1ccc(-c2cccc([N+](=O)[O-])c2)o1
3. CN1C(=O)N(CC(=O)N2CCN(c3ncccn3)CC2)C(=O)C12CCCCC2
4. O=C(OCC(=O)N1CCCc2ccccc21)c1cc(S(=O)(=O)N2CCOCC2)ccc1Cl
5. CCCCN1C(=O)/C(=C2\SC(N3CCOCC3)=NC2=O)c2ccccc21
6. CC(=O)Nc1ccc(S(=O)(=O)NNC(=O)COc2ccc(C)cc2)cc1
7. CCc1c(O)nc(SCC(=O)Nc2ccccc2)n(-c2ccccc2)c1=O
8. O=C(CN1C(=O)c2ccccc2S1(=O)=O)Nc1ncccn1
assay / entry,1,2,3,4,5,6,7,8
TDP2 inh,6,-1,-3,-6,-9,-7,-4,8
DDE Tn6 FP inh,4,-9,-4,2,-8,-5,-3,-3
ARFGAP1 inhibitor,-9,7,3,2,2,5,6,-4
LEDGF integ inh,0,0,-1,2,-3,6,0,1
DDE Tn7 FP inh,5,2,5,-2,3,-6,3,2
KLK7 zymogen act,-0.1,0.1,-0.1,0.0,0.2,-0.4,0.0,-0.3
ADAM10 inh,-4,-3,-18,-1,2,-5,7,-6
ADAM17 inh,-6,-6,-2,0,-6,-4,-1,-1
ASAP1 GAP inh,12,-4,-13,-4,-6,-10,1,-13
PLCg1 inh,0,1,-3,0,-1,-3,2,-3

9. COc1ccc(-c2cnn3c4c(c(C)nc23)CCN4C(C)C)cc1OC
10. O=C(CCN1C(=O)/C(=C/c2ccccc2Cl)SC1=S)Nc1ccccc1C(=O)O
11. Cc1ccccc1NC(=O)Cc1nc(COC(=O)COc2ccccc2C(C)C)cs1
12. CN(CC(=O)Nc1ccc(F)cc1)C(=O)COC(=O)c1cc(S(=O)(=O)N(C)C)ccc1N1CCCC1
13. COc1ccc(-c2nnc(SCc3c(C)noc3C)n2N)cc1OC
14. Cc1cccc(-n2ncc3c(N4CCCC4)ncnc32)c1
15. O=C(Nc1ccccc1Oc1ccccc1)c1ccc(Br)o1
16. C=CCOc1ccccc1CN1CCCC(CCC(=O)N(C)CCc2ccccn2)C1 (configuration not stated)
assay / entry,9,10,11,12,13,14,15,16
TDP2 inh,8,5,-12,0,-4,-3,-6,-4
DDE Tn6 FP inh,-4,3,-10,-2,-5,0,2,9
ARFGAP1 inhibitor,2,0,19,-1,-4,2,-10,2
LEDGF integ inh,-1,4,-3,-1,-2,-3,2,-2
DDE Tn7 FP inh,2,-2,-2,-3,-4,-5,6,2
KLK7 zymogen act,-0.5,-0.3,-0.6,0.2,0.1,-0.2,0.1,0.0
ADAM10 inh,-24,-3,-6,-11,8,0,7,0
ADAM17 inh,-12,-4,8,-1,1,-2,2,-2
ASAP1 GAP inh,0,-8,8,-4,-9,7,-14,-9
PLCg1 inh,-95,-3,0,5,1,3,-3,1

17. CSc1nc(C)c(CCOC(=O)c2ccccc2)c(=O)[nH]1
18. Cc1ccc(CN2CCCCC(NC(=O)c3cccc(C(F)(F)F)c3)C2=O)cc1 (configuration not stated)
19. Cc1cccc(CNS(=O)(=O)c2csc(C(N)=O)c2)c1
20. Cc1nc(N2CCC(C)CC2)c2nnn(Cc3ccccc3)c2n1
21. Cc1nccc(-c2ccc(-n3c(C)ccc3C)cc2)n1
22. COC(=O)c1sc(-c2ccc(C(C)(C)C)cc2)cc1NC(=O)/C=C/C(=O)O
23. CCN(CC)S(=O)(=O)c1cc(NC(=O)NCCCl)ccc1C
24. COCCN(C(=O)CNC(=O)c1ccco1)C(C(=O)NC1CCCC1)c1ccc(OC)cc1 (configuration not stated)
assay / entry,17,18,19,20,21,22,23,24
TDP2 inh,11,8,0,2,2,-8,-9,-22
DDE Tn6 FP inh,-4,-4,-6,3,-2,-2,-3,0
ARFGAP1 inhibitor,4,nt,1,-12,-3,-12,0,4
LEDGF integ inh,-1,-2,0,2,1,4,-2,-3
DDE Tn7 FP inh,7,2,1,-3,1,-9,0,-7
KLK7 zymogen act,0.3,-0.3,-0.3,-0.1,-0.2,0.4,0.1,0.0
ADAM10 inh,-7,3,-4,-5,-30,2,-9,9
ADAM17 inh,-8,2,-3,-4,-11,-6,-3,3
ASAP1 GAP inh,-16,nt,-6,9,2,5,0,-7
PLCg1 inh,4,-3,0,3,-26,-5,5,4

25. CSc1ncccc1C(=O)OCc1ccc(C#N)cc1
26. COc1ccccc1OCC(=O)NNC(=O)CSC(=S)N1CCCC1
27. CCCOc1ccc(C(=O)N2CCC(Oc3cccnc3)CC2)cc1
28. O=C(c1ccc(Cl)c(S(=O)(=O)N2CCCCC2)c1)N1CCCC1
29. CCC(C)C(=O)C(=O)N1CCC(n2nccc2NC(=O)CCOc2ccccc2)CC1 (configuration not stated)
30. COc1cccc(C(=O)NC2CCN(C(=O)N3c4ccccc4Sc4ccccc43)CC2)c1
31. CCN(C(=O)CSc1nnc(NCCOC)s1)c1c(N)n(Cc2ccccc2)c(=O)[nH]c1=O
32. COC(=O)NC1CCS(=O)(=O)C1 (configuration not stated)
assay / entry,25,26,27,28,29,30,31,32
TDP2 inh,16,4,-3,0,5,-7,-1,-8
DDE Tn6 FP inh,-7,-1,3,1,4,-9,-8,6
ARFGAP1 inhibitor,-8,-1,nt,-15,-6,10,-3,-6
LEDGF integ inh,-2,-5,4,2,-2,1,-1,2
DDE Tn7 FP inh,-4,2,-5,-2,9,-12,11,7
KLK7 zymogen act,0.9,0.1,-0.2,0.4,0.2,-1.0,-0.2,0.2
ADAM10 inh,5,-1,1,-5,-4,16,-19,-6
ADAM17 inh,-3,1,-3,-4,1,6,-3,-5
ASAP1 GAP inh,11,3,nt,-16,-13,5,-5,22
PLCg1 inh,-1,3,0,1,2,3,-3,4

# Twelve compounds out of the list, sorted by molar mass, lowest first:
32. COC(=O)NC1CCS(=O)(=O)C1 (configuration not stated)
25. CSc1ncccc1C(=O)OCc1ccc(C#N)cc1
20. Cc1nc(N2CCC(C)CC2)c2nnn(Cc3ccccc3)c2n1
27. CCCOc1ccc(C(=O)N2CCC(Oc3cccnc3)CC2)cc1
23. CCN(CC)S(=O)(=O)c1cc(NC(=O)NCCCl)ccc1C
28. O=C(c1ccc(Cl)c(S(=O)(=O)N2CCCCC2)c1)N1CCCC1
26. COc1ccccc1OCC(=O)NNC(=O)CSC(=S)N1CCCC1
18. Cc1ccc(CN2CCCCC(NC(=O)c3cccc(C(F)(F)F)c3)C2=O)cc1 (configuration not stated)
29. CCC(C)C(=O)C(=O)N1CCC(n2nccc2NC(=O)CCOc2ccccc2)CC1 (configuration not stated)
24. COCCN(C(=O)CNC(=O)c1ccco1)C(C(=O)NC1CCCC1)c1ccc(OC)cc1 (configuration not stated)
assay / entry,32,25,20,27,23,28,26,18,29,24
TDP2 inh,-8,16,2,-3,-9,0,4,8,5,-22
DDE Tn6 FP inh,6,-7,3,3,-3,1,-1,-4,4,0
ARFGAP1 inhibitor,-6,-8,-12,nt,0,-15,-1,nt,-6,4
LEDGF integ inh,2,-2,2,4,-2,2,-5,-2,-2,-3
DDE Tn7 FP inh,7,-4,-3,-5,0,-2,2,2,9,-7
KLK7 zymogen act,0.2,0.9,-0.1,-0.2,0.1,0.4,0.1,-0.3,0.2,0.0
ADAM10 inh,-6,5,-5,1,-9,-5,-1,3,-4,9
ADAM17 inh,-5,-3,-4,-3,-3,-4,1,2,1,3
ASAP1 GAP inh,22,11,9,nt,0,-16,3,nt,-13,-7
PLCg1 inh,4,-1,3,0,5,1,3,-3,2,4

30. COc1cccc(C(=O)NC2CCN(C(=O)N3c4ccccc4Sc4ccccc43)CC2)c1
31. CCN(C(=O)CSc1nnc(NCCOC)s1)c1c(N)n(Cc2ccccc2)c(=O)[nH]c1=O
assay / entry,30,31
TDP2 inh,-7,-1
DDE Tn6 FP inh,-9,-8
ARFGAP1 inhibitor,10,-3
LEDGF integ inh,1,-1
DDE Tn7 FP inh,-12,11
KLK7 zymogen act,-1.0,-0.2
ADAM10 inh,16,-19
ADAM17 inh,6,-3
ASAP1 GAP inh,5,-5
PLCg1 inh,3,-3

# The results go on:
33. COC(=O)c1cc(C(=O)Nc2ccc(Cl)cn2)cc([N+](=O)[O-])c1
34. CCc1c(C)sc(NC(=O)c2cnn3cccnc23)c1C#N
35. Cc1ccc2nc(NC(=O)C3CCN(S(=O)(=O)c4cccnc4)CC3)sc2c1
36. CC(=O)c1sc(NC(=O)CSC(C)C(=O)Nc2cc(C)on2)nc1-c1ccccc1 (configuration not stated)
37. Cc1ccc(Cl)cc1NC(=O)OCCN(C)C(=O)Nc1cc(Cl)ccc1C
38. C=CCN(CC=C)C(=O)c1ccc2nc(Cc3ccc(OC)c(OC)c3)oc2c1
39. O=C1CCC(=O)N1c1ccc(S(=O)(=O)N2CCCC2)cc1
40. Cc1ccccc1NS(=O)(=O)c1cccc(C(=O)Nc2cccc(C(=O)O)c2)c1
assay / entry,33,34,35,36,37,38,39,40
TDP2 inh,2,-1,-6,3,-9,19,6,1
DDE Tn6 FP inh,-4,-3,-2,-5,-5,1,-3,-3
ARFGAP1 inhibitor,9,-1,12,-5,15,-18,-8,-3
LEDGF integ inh,5,-5,0,-1,8,0,0,1
DDE Tn7 FP inh,-5,-1,-2,9,4,-8,-5,-6
KLK7 zymogen act,-0.7,0.2,0.1,0.1,-0.3,0.2,0.3,-0.4
ADAM10 inh,8,1,11,-3,-1,3,-1,5
ADAM17 inh,-1,-5,2,1,1,0,1,-1
ASAP1 GAP inh,4,-12,10,15,-2,-5,4,-5
PLCg1 inh,0,1,3,2,2,-4,-1,3

41. O=C(COc1ccccc1Cl)NC(=O)NC1CCCCC1
42. O=C(Cc1csc(Nc2nc(=S)[nH]c3ccccc23)n1)NCCCN1CCN(c2ccccc2F)CC1
43. Cc1ccnc(NC(=O)c2ccc([N+](=O)[O-])o2)c1
44. Cc1nnc(N/N=C/c2ccc([N+](=O)[O-])cc2)n1N
assay / entry,41,42,43,44
TDP2 inh,-6,-2,4,55*
DDE Tn6 FP inh,-4,-11,2,-11
ARFGAP1 inhibitor,3,0,0,10
LEDGF integ inh,-3,4,-1,79*
DDE Tn7 FP inh,-3,-1,7,-4
KLK7 zymogen act,-0.2,-24,8.1,0.1
ADAM10 inh,0,-81,-34,4
ADAM17 inh,-7,-29,-13,-4
ASAP1 GAP inh,-4,1,3,3
PLCg1 inh,2,-11,-8,20*
